# KB-3-1 tox: qHTS assay for MDR1-selective chemotherapeutics: Primary screen using the parental adenocarcinoma cell KB-3-1. KB-3-1 viability, CellTiter-Glo ATP luminescence, 72 h. Potency, µM (titrated, usually from 46.1 µM), without a hit: top-dose activity change, negative = cytotoxic, hits mostly cytotoxic. hit rate 1.4% among 400,000. AID 1347075, 2019; further: potency means the concentration at half of the fitted maximal effect; on the % scale 0 is the no-effect control and ±100 the full control effect; nearly all actives have a fitted effect of over 60% in size
#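 Cytotoxicity in the drug-sensitive parental line KB-3-1 was scored as loss of CellTiter-Glo luminescence following 72 h incubation with compound. Values come from curve fitting of normalized concentration-response data.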
# ATXN2 expr inh: Primary qHTS for Inhibitors of ATXN expression. Potency, µM (titrated, usually from 57 µM), inactives show at the highest dose activity change, negative = inhibition, most hits filed as inhibitors. HEK-293 ATXN2-luciferase reporter, luminescence, 24 h. hit rate 0.72% among 360,000; further: potency means the concentration at half of the fitted maximal effect; on the % scale 0 is the no-effect control and ±100 the full control effect; nearly all actives have a fitted effect of over 55% in size
#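 qHTS (up to 57 uM final) was run with 24 h compound exposure of reporter cells at 37 °C. Each well was multiplexed: SteadyGlo luminescence measured ATXN2-luciferase expression after a fluorogenic Gly-Phe-AFC viability readout (25 uM final).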
# ATXN viability: Viability Counterscreen for Primary qHTS for Inhibitors of ATXN expression | S2 cells (HEK-293 line with an ATXN2-luciferase reporter) viability, CellTiter-Fluor protease fluorescence, 24 h | Potency, µM (titrated, usually from 56.7 µM), usual class: cytotoxic | AID 651635, 2014 | hit rate 0.49% among 400,000; further: potency means the concentration at half of the fitted maximal effect; nearly all actives have a fitted effect of over 40% in size
# HepG2 viability: qHTS for Inhibitors of TGF-b: Cytotox Counterscreen | AID 588856, 2011 | HepG2 CAGA-GFP viability, ATP luminescence, 18 h | Potency, µM (highest dose often 46.1 µM), for inactives: top-dose activity change, negative = cytotoxicity, most hits filed as cytotoxic | hit rate 0.76% among 410,000; further: potency means the concentration at half of the fitted maximal effect; some results filed as inactive show a strong effect at the top dose
#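 HepG2 CAGA-GFP cells (1000/well, DMEM with 1% FBS) received compound, then TGF-beta at 500 pg/mL final, and were incubated 18 hours at 37 degrees C. Viability was read by CellTiter-Glo luminescence. Media-only wells were set as complete cell-killing and DMSO as no toxicity.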
# HT1080 IDH1KD tx: qHTS for induction of synthetic lethality in tumor cells producing 2HG: qHTS for the HT-1080-IDH1KD cell line; HT-1080 IDH1 knockdown viability, ATP luminescence, 48 h; Potency, µM (series often up to 46.1 µM), for inactives: at the highest dose activity, negative = toxicity, most hits filed as cytotoxic; hit rate 2% among 360,000;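 further: potency means the concentration at half of the fitted maximal effect; 0% = DMSO wells and -100% = cell-free medium wells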
#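 Luminescent ATP read-out (CellTiter-Glo, 10 min at room temperature) after 48 h compound exposure at 37 °C gave viability of IDH1-knockdown HT-1080 cells. Activity was normalised to DMSO and cell-free wells, then fitted as concentration-response curves.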
# HT1080NT lethal: qHTS for induction of synthetic lethality in tumor cells producing 2HG: qHTS for the HT-1080-NT fibrosarcoma cell line. hit rate 1.6% among 360,000. Potency, µM (series often up to 46.1 µM), for the others: at the top dose activity, negative = less viability, most hits filed as cytotoxic. HT-1080-NT fibrosarcoma viability, CellTiter-Glo ATP luminescence, 48 h;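 further: NT is the 2HG producing partner of a matched IDH1 knockdown line; potency means the concentration at half of the fitted maximal effect; 0% = DMSO-treated cells and -100% = media-only wells without cells; nearly all actives have a fitted effect of over 55% in size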
#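 Read-out is CellTiter-Glo luminescence after 10 minutes at room temperature, following 48 hours' compound treatment of HT-1080-NT cells (750 cells/well, RPMI, 5% FBS, 37 degrees C).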
# SW480 rereplic: A quantitative high throughput screen for small molecules that induce DNA re-replication in SW480 colon adenocarcinoma cells; hit rate 1.8% among 340,000; SW480 DNA re-replication, Hoechst DNA content imaging, 48 h; Potency, µM (series often up to 46.1 µM), for the others: at the highest dose re-replication activation, hits mostly activators; AID 624297, 2012; further: potency means the concentration at half of the fitted maximal effect; % of control where 0% means no effect; nearly all actives have a fitted effect of over 55% in size
#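 Quantitative HTS format with DMSO vehicle controls; 48 hr drug incubation at 37 C, then 40 min Hoechst staining and scanning imager measurement at 405 nm excitation.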
# IL-1B inflam inh: qHTS for Inhibitors of Inflammasome Signaling: IL-1-beta AlphaLISA Primary Screen; THP-1 LPS/ATP IL-1B secretion, AlphaLISA, 16 h; active compounds read low; activity change, % at 57.5 µM; hit rate 4.7% among 360,000; AID 743279, 2014; in the data active means activity change below about -50%; inconclusive means mostly about -30% to -49%; further: on the % scale 0 is the no-effect control and ±100 the full control effect
#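 THP-1 cells pretreated 1 hr with compounds (up to 57.5 uM final), then stimulated with LPS (250 ng/mL final) plus ATP (1.25 mM final); secreted IL-1B measured by AlphaLISA after 16 hr, decreased signal indicating inhibition.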
# MCF10A rerep: A quantitative high throughput screen for small molecules that induce DNA re-replication in MCF 10a normal breast cells. Potency, µM (doses to about 46.1 µM), for inactives: top-dose activity, positive = re-replication, usual class: activators. MCF 10A DNA re-replication, Hoechst nuclear intensity, 48 h. AID 624296, 2012. hit rate 2.9% among 350,000; further: potency means the concentration at half of the fitted maximal effect; % of control where 0% means no effect; nearly all actives have a fitted effect of over 50% in size
# * marks the source's active call; other numbers are inactive results; i = inactive; ? = inconclusive; · = no result given; [ ] = remark or other dose. Unless noted, the call rests on the fitted dose curve; in most records, active means well fitted curve in the direction sought with a large enough effect; inconclusive means small, poorly fitted or top-dose-only effect, or another doubt; inactive means no such curve, though single readings can be large; an effect the other way counts as inactive or inconclusive.
SMILES,KB-3-1 tox,ATXN2 expr inh,ATXN viability,HepG2 viability,HT1080 IDH1KD tx,HT1080NT lethal,SW480 rereplic,IL-1B inflam inh,MCF10A rerep
CC(C)CC(=O)N/C(N)=N/c1nc2ccccc2s1,-12%,66%[activator],i,2%,-18%,-11%,2%,-7,12%
O=c1cc(CO)[nH]nc1CO,0%,·,i,-6%,0%,-1%,·,27,·
Cc1ncc(CSSCc2cnc(C)c(O)c2CO)c(CO)c1O,·,6%,i,·,·,·,-13%,·,6%
CC1(C)C(=O)C2(CCCCC2)C(=O)OC1c1cccc([N+](=O)[O-])c1 (configuration not stated),3%,-6%,i,2%,8%,8%,-16%,52,2%
O=c1cc(-c2ccccc2)oc2ccc(Br)cc12,18%,68%[activator],i,-1%,16%,19%,-5%,30,?
NC(=O)c1ccc(NC(=O)CSc2nnc(C3CC3)n2C2CC2)cc1,24%,2%,i,19%,16%,7%,-15%,10,-38%[inhibitor]
Cc1nnc(SCc2ccc(Cl)cc2)c2cc3occc3n12,11%,-10%,i,-46%,·,·,·,·,·
COc1ccc(C(CNC(=O)c2ccc(C)c(S(=O)(=O)N3CCCCC3)c2)N(C)C)cc1OC (configuration not stated),2%,·,i,-15%,1%,0%,-23%,9,-1%
CSc1ncnc2c1ncn2CCCN1CCN(Cc2c(C)cc(C)cc2C)CC1,-5%,-30%,?,-21%,-14%,-16%,·,6,·
Cc1cccc(NC(=O)Cc2nc(-c3c[nH]c(C(=O)N4CCCC4)c3)cs2)c1,-4%,-26%,?,0%,3%,5%,5%,-14,21%
CC(C)NCCOCCOc1ccccc1F,3%,-7%,i,0%,-1%,-3%,-111%[inhibitor],-5,9%
CCCOc1ccc(S(=O)(=O)NCCN2CCOCC2)c2ccccc12,-10%,-11%,i,-37%,-20%,-20%,-4%,-18,-2%
C[C@@H]1CN([C@@H](C)CO)C(=O)CCCn2nncc2CO[C@@H]1CN(C)C(=O)Nc1cccc(Oc2ccccn2)c1,12%,-1%,i,0%,11%,14%,·,1,·
COc1cccc(CN2CC(C(=O)NCCc3ccc(C)s3)CCC2=O)c1 (configuration not stated),·,5%,i,1%,4%,-6%,1%,-8,5%
COc1cc(O)ccc1C(=O)CCc1ccc(O)cc1,1%,-5%,i,6%,-21%,3%,3%,5,9%
O=C(NNS(=O)(=O)c1ccc(Br)cc1)c1ccccc1-n1cccc1,1%,0%,i,7%,6%,-2%,0%,18,-27%
COc1cccc(CNS(=O)(=O)c2ccc3c(c2)oc(=O)n3C)c1,2%,-5%,i,-2%,-2%,-8%,-5%,15,-1%
COC(=O)C1=C(C)NC(C)=C(C(=O)OC)C1c1cn(-c2ccccc2)nc1-c1ccco1,-14%,2%,i,-5%,?,-29%,15%,8,?
O=C(Nc1ccc(-c2nc3cc(NC(=O)c4ccc(Cl)cc4)ccc3o2)cc1)c1ccc(Cl)cc1,4%,7%,i,9%,·,·,·,·,·
NC(c1ccccc1)c1csc(NC(=O)NCCc2ccccc2)n1 (configuration not stated),0%,-22%,i,1%,?,?,·,-63*,·
COc1ccccc1Nc1nc(=O)[nH]nc1C,7%,4%,i,4%,8%,5%,3%,0,-18%
Cn1ncc2c(Nc3ccc(Br)cc3)nc(Nc3ccc(Br)cc3)nc21,-4%,-32%,i,-190%,18µM*,?,8%,-101*,?
CC(=O)c1ccc(NC(=O)C(C)n2c3ccccc3c3nc(=O)cc(C)n32)cc1 (configuration not stated),?,·,i,24%,3%,0%,-8%,-28,-2%
N=C1S/C(=C\c2ccc(O)cc2)C(=O)N1c1ccc(F)cc1,-14%,-12%,i,-8%,9%,16%,15%,60,-1%
CCN(CC)c1cc(-c2ccccc2)ncn1,-2%,11%,i,-11%,24%,24%,3%,-3,11%
Cc1cc(N)n2nc(C)c(-c3ccccc3)c2n1,4%,13%,i,3%,-8%,-24%,2%,15,3%
Cc1ccc(S(=O)(=O)N2CCOCC2)cc1NC(=O)CNc1ccccc1N1CCCC1=O,22%,1%,i,3%,7%,12%,-7%,7,-2%
Cn1c(SCC(=O)N/N=C/c2cc([N+](=O)[O-])ccc2O)nnc1-c1ccccc1,?,?,i,0%,-3%,-17%,?,73,3%
O=C(C1CCCO1)N1CCN(c2ccc(F)cc2)CC1 (configuration not stated),2%,-6%,i,1%,-9%,-2%,-2%,-13,?
CCOCCCNc1nc(C)nc2c1nnn2Cc1c(F)cccc1Cl,-11%,-6%,i,0%,-18%,-4%,-17%,4,-45%[inhibitor]
CC(C)(C)NC(=O)NC(=O)CN1CCN(c2cccc(Cl)c2)CC1,-4%,-33%,i,-43%,-22%,8%,9%,-18,-2%
O=[N+]([O-])c1ccc(-c2nc(Cl)c3c(n2)CCCC3)o1,?,·,i,-100%,?,-6%,·,-94*,·
CSCCC(NC(=O)c1ccccc1)C(=O)N1CCCCCCC1 (configuration not stated),4%,·,i,-15%,5%,10%,-2%,-21,-2%
COc1ccc(N2CC(C(=O)NCCN3C(=O)S/C(=C\c4cccnc4)C3=O)CC2=O)c(OC)c1 (configuration not stated),15%,3%,i,17%,-2%,6%,-4%,-26,3%
COC(=O)c1cccc(NC(=S)NCc2ccc(Cl)cc2)c1,4%,-7%,i,1%,-2%,-6%,-1%[9.22 µM],17,7%
COc1ccc(C(=S)N2CCNCC2)cc1,5%,-10%,i,7%,0%,-1%,0%,19,-6%
CCOC(=O)C1=C(c2ccccc2)NC(SCC)=C(C#N)C1c1cccnc1 (configuration not stated),1%,5%,i,-24%,-12%,-19%,2%,-15,-10%
CC(=O)Nc1ccc(OCCOc2ccc(NC(C)=O)cc2)cc1,0%,·,i,4%,1%,6%,16%,-11,0%
CC(=O)N1CCN(c2nc(N)c(C#N)c(CC#N)c2C#N)CC1,-2%,-1%,i,1%,4%,-3%,-7%,10,-1%
Clc1ccc(Cn2cccc2C2=NCCO2)cc1,7%,2%,i,-8%,3%,2%,0%,-12,5%
CC(=O)Nc1ccc(S(=O)(=O)N2CCN(S(=O)(=O)c3ccccc3)CC2)cc1,-3%,-3%,i,-1%,-8%,-5%,28%,0,1%
O=C(CN1CCC(NC(=O)c2ccccc2Cl)CC1)NCc1ccccc1,2%,-6%,i,-9%,10%,2%,-23%,-14,-2%
CC(C)c1ccc(/C=C(\C#N)c2nc(-c3cc4ccccc4oc3=O)cs2)cc1,1%,1%,i,-11%,·,·,·,·,·
N#CC(c1ccccc1F)(c1ncc(C(F)(F)F)cc1Cl)N1CCOCC1 (configuration not stated),14%,26%,i,1%,-22%,-19%,9%,-8,-4%
O=S(=O)(Nc1cccc2nsnc12)c1ccccc1,-4%,-5%,i,-11%,4%[9.24 µM],-27%,0%,21,2%

# Limited to ATXN2 expr inh, ATXN viability and HT1080NT lethal, for some of the entries so far:
Compound	ATXN2 expr inh	ATXN viability	HT1080NT lethal
COC(=O)c1cccc(NC(=S)NCc2ccc(Cl)cc2)c1	-7%	i	-6%
COc1ccc(C(=S)N2CCNCC2)cc1	-10%	i	-1%

# More results follow:
SMILES,KB-3-1 tox,ATXN2 expr inh,ATXN viability,HepG2 viability,HT1080 IDH1KD tx,HT1080NT lethal,SW480 rereplic,IL-1B inflam inh,MCF10A rerep
Cc1ccc(NC(=O)CO/N=C(\N)c2nonc2N)cc1C,-8%,·,i,2%,13%,18%,-3%,0,-7%
C=CCN1C(=O)C(C)(C)N(C(=O)c2cccc([N+](=O)[O-])c2)c2ccccc21,4%,·,i,-8%,-13%,-16%,7%,4,-4%
COc1ccccc1Nc1nc(-c2cccc([N+](=O)[O-])c2)nc2ccccc12,-6%,-22%,i,-3%,10%,-6%,0%,5,18%
Cc1ccc(/C=C2\C(=N)N3N=C(CC(=O)N4CCCCC4)SC3=NC2=O)cc1,-14%,-2%,i,9%,2%,-1%,-28%,-11,1%
Cc1noc(C)c1NC(=O)Nc1ccc2c(c1)C(=O)N([C@H](C)CO)C[C@H](C)[C@@H](CN(C)S(=O)(=O)c1c(C)noc1C)O2,-31%,-2%,i,-18%,10%,2%,-14%[9.22 µM],15,6%
Cn1nnnc1-c1cc(Cl)cc(Cl)c1,2%,-19%,i,-3%,21%,-3%,9%,-1,1%
COC(=O)C1=C(C)NC2=C(C(=O)CCC2)C1c1cn(Cc2ccc(Br)cc2)nc1-c1ccccc1 (configuration not stated),0%,-7%,i,-3%,?,-29%,?,-62*,?
Cn1cnnc1SCC(=O)Nc1c(F)cc(F)cc1Br,-3%,5%,i,-48%,-7%,16%,0%,17,-58%[inhibitor]
CN=C1SC(CC(=O)Nc2cccc(Cl)c2Cl)C(=O)N1C (configuration not stated),10%,-10%,i,0%,10%,12%,1%,-2,-6%
COc1ccc(NC(C)=O)cc1NC(=O)CSc1nnc(C2CCCCC2)n1N,8%,-5%,i,-6%,8%,10%,0%,0,-4%
Cc1sc2nc(SCC(=O)NCc3ccco3)n(CCc3ccccc3)c(=O)c2c1C,-8%,?,?,-37%,-27%,-11%,8%,-6,?
COc1cc2[nH]c(C)c(-c3ccccc3)c(=O)c2cc1Cl,?,-19%,i,·,-7%,-20%,·,-7,·
O=C(Cc1ccccc1)Nc1sc2c(c1C(=O)Nc1ccccc1Cl)CCC2,-2%,-12%,i,-4%,·,·,·,·,·
CS(=O)(=O)N1CCN(C(=O)c2csc3ccccc23)CC1,-16%,11%,i,6%,9%,5%,-10%,24,1%
